Dengue-2 NS5 capping = Dengue-2 NS5 methyltransferase inhibitors, primary screen, biochemical, confirmation dose response (AID 588689); 340,000 tested, 0.3% active; Dengue-2 NS5 methyltransferase capping enzyme assay, biochemical; higher % means a stronger effect; inhibition, % at 25 µM, or IC50 in µM where a hit was titrated; in the data active = a potency from the dose series
Dengue-2 NS5 capping pilot replicate = also measured in Dengue-2 NS5 capping; calls as there; inhibition, %; measured here: pilot screen replicate inhibition
* hit, by the source's call. An excerpt. The share of hits here may be higher or lower than overall.

The opening 21 compounds, ahead of the listing:
SMILES	Dengue-2 NS5 capping	others
COc1ccccc1NC(=O)COC(=O)c1cc([N+](=O)[O-])ccc1N1CCCC1	6%
N#Cc1cccc(S(=O)(=O)NCCOc2ccccc2F)c1	4%
COc1ccccc1CCNC(=O)CN1C(=O)NC2(CCCC2)C1=O	-7%
COc1ccc(NC(=O)COC(=O)c2ccc(-n3cnnn3)cc2)cc1Cl	-6%
N#Cc1ccc(N[C@@H]2CCN3C(=O)c4ccccc4[C@@H]3C[C@H]2O)cc1	-15%	Dengue-2 NS5 capping pilot replicate=-6.4
Cc1c(NC(=O)c2cccc(NC(=O)Cc3ccccc3Cl)c2)c(=O)n(-c2ccccc2)n1C	-3%
Cc1nc2ccccc2c2c(N)cccc12	2%
CC(OC(=O)C1=COCCO1)C(=O)NC1CCCCC1C (stereo not given)	-6%
CCc1ccc2nc(NC(=O)C3CSC4(C)CCC(=O)N34)sc2c1 (stereo not given)	-1%
CC(C)(C)c1ccc(OCCC(=O)OCC(=O)Nc2cccnc2Cl)cc1	-2%
O=C(NC(=S)Nc1cccc(O)c1)C12CC3CC(CC(C3)C1)C2	-1%
CCC(=O)c1ccc(OCC(=O)OCC(=O)NC2CCCC2)cc1	4%
CN(C(=O)COC(=O)COc1ccc2c(c1)CCC2)c1c(N)n(Cc2ccccc2)c(=O)[nH]c1=O	-4%
Cc1ccn2c(=O)c(C(=O)NC3CCCCC3C)c(O)nc2c1 (stereo not given)	1%
COc1ccc(O)cc1	-3%
COc1ccccc1-n1ccnc(SCC(=O)NCCc2ccccc2)c1=O	16%
CCOC(=O)N1CCN(S(=O)(=O)c2ccc3c(c2)C(C)C(=O)N3)CC1 (stereo not given)	1%
C=CCN1CCS(=O)(=O)N(Cc2ccccc2)[C@@H](C(C)C)C1=O	-5%
Cc1cccc(N2CC(C(=O)NCC3COc4ccccc4O3)CC2=O)c1C (stereo not given)	-3%
O=C(c1ccc2ccccc2n1)N1CCN(S(=O)(=O)c2ccc(Cl)cc2)CC1	-4%
COCCN(C(=O)CC1CCCCC1)c1c(N)n(CC(C)C)c(=O)[nH]c1=O	-1%

This part in full, from the first entry:
SMILES	Dengue-2 NS5 capping	others
COc1ccccc1NC(=O)COC(=O)c1cc([N+](=O)[O-])ccc1N1CCCC1	6%
N#Cc1cccc(S(=O)(=O)NCCOc2ccccc2F)c1	4%
COc1ccccc1CCNC(=O)CN1C(=O)NC2(CCCC2)C1=O	-7%
COc1ccc(NC(=O)COC(=O)c2ccc(-n3cnnn3)cc2)cc1Cl	-6%
N#Cc1ccc(N[C@@H]2CCN3C(=O)c4ccccc4[C@@H]3C[C@H]2O)cc1	-15%	Dengue-2 NS5 capping pilot replicate=-6.4
Cc1c(NC(=O)c2cccc(NC(=O)Cc3ccccc3Cl)c2)c(=O)n(-c2ccccc2)n1C	-3%
Cc1nc2ccccc2c2c(N)cccc12	2%
CC(OC(=O)C1=COCCO1)C(=O)NC1CCCCC1C (stereo not given)	-6%
CCc1ccc2nc(NC(=O)C3CSC4(C)CCC(=O)N34)sc2c1 (stereo not given)	-1%
CC(C)(C)c1ccc(OCCC(=O)OCC(=O)Nc2cccnc2Cl)cc1	-2%
O=C(NC(=S)Nc1cccc(O)c1)C12CC3CC(CC(C3)C1)C2	-1%
CCC(=O)c1ccc(OCC(=O)OCC(=O)NC2CCCC2)cc1	4%
CN(C(=O)COC(=O)COc1ccc2c(c1)CCC2)c1c(N)n(Cc2ccccc2)c(=O)[nH]c1=O	-4%
Cc1ccn2c(=O)c(C(=O)NC3CCCCC3C)c(O)nc2c1 (stereo not given)	1%
COc1ccc(O)cc1	-3%
COc1ccccc1-n1ccnc(SCC(=O)NCCc2ccccc2)c1=O	16%
CCOC(=O)N1CCN(S(=O)(=O)c2ccc3c(c2)C(C)C(=O)N3)CC1 (stereo not given)	1%
C=CCN1CCS(=O)(=O)N(Cc2ccccc2)[C@@H](C(C)C)C1=O	-5%
Cc1cccc(N2CC(C(=O)NCC3COc4ccccc4O3)CC2=O)c1C (stereo not given)	-3%
O=C(c1ccc2ccccc2n1)N1CCN(S(=O)(=O)c2ccc(Cl)cc2)CC1	-4%
COCCN(C(=O)CC1CCCCC1)c1c(N)n(CC(C)C)c(=O)[nH]c1=O	-1%
O=c1c2ccccc2oc2c1oc1ccccc12	-2%	Dengue-2 NS5 capping pilot replicate=-3.6
O=C(COc1cccc(Cl)c1)Nc1ccccc1N1CCCCC1	-1%
COc1cc(C(=O)Nc2cc3c4c(c2)CC(=O)N4CCC3)cc(OC)c1OC	-9%

Among those listed so far, two contain a cyano group.
SMILES	Dengue-2 NS5 capping	others
N#Cc1cccc(S(=O)(=O)NCCOc2ccccc2F)c1	4%
N#Cc1ccc(N[C@@H]2CCN3C(=O)c4ccccc4[C@@H]3C[C@H]2O)cc1	-15%	Dengue-2 NS5 capping pilot replicate=-6.4

Next compounds follow:
SMILES	Dengue-2 NS5 capping	others
Cc1noc(C)c1COc1ccc(C(=O)N2CCN(S(=O)(=O)c3ccccc3)CC2)cc1	1%
CCN(C[C@H]1N[C@@](Cc2ccccc2)(C(=O)OC)[C@H]2C(=O)N(Cc3ccccc3)C(=O)[C@@H]12)C(=O)Nc1ccc(F)cc1	-2%	Dengue-2 NS5 capping pilot replicate=-2.4
COc1ccccc1NC(=O)COC(=O)c1ccc2c(=O)n3c(nc2c1)CCC3	8%
COc1ccc(NC(=O)CN(C)C(=O)/C=C/c2cn(-c3ccccc3)nc2-c2ccc(F)cc2)cc1	-4%
CN(Cc1cccc(F)c1)C(=O)C1CC(=O)N(c2ccc3c(c2)OCCO3)C1 (stereo not given)	-5%
Nc1nnc(SCC(=O)NNC(=O)c2ccc([N+](=O)[O-])cc2)s1	-1%
COC(=O)c1c(NC(=O)CN2C(=O)C(=O)N(C(C)C)C2=O)sc(C)c1C	-7%
CCOC(=O)C1=CN(Cc2ccc(Br)cc2)S(=O)(=O)NC1C (stereo not given)	4%
CCN(C(=O)CSc1nc2ccccc2n1CC(C)C)c1c(N)n(Cc2ccccc2)c(=O)[nH]c1=O	6%
Cc1ccc(NC(=O)COc2ccc(N(C)C(=O)C(C)(C)C)cc2)cc1S(=O)(=O)N1CCCCC1	-4%
O=S1(=O)c2ccc(Br)cc2N2CC[C@H](C2)N1Cc1ccc(Cl)cc1	1%
Cc1ccc([C@H]2N[C@]3(CCCN(Cc4ccc(Br)cc4)C3=O)[C@H]3C(=O)N(Cc4ccccc4)C(=O)[C@@H]23)cc1	0%
COc1ccc(NC(=O)CN(C)C(=O)c2ccc(COc3ccccc3)o2)cc1	-6%
O=C(Nc1cc([N+](=O)[O-])ccc1O)NC1CCS(=O)(=O)C1 (stereo not given)	0%
N#Cc1cccc(C(=O)OCc2cccc(S(=O)(=O)N3CCOCC3)c2)c1	1%
COc1cc(OC)cc(C(=O)NNC(=O)CCCOc2ccccc2)c1	-4%
COc1ccc(C(=O)C(C)OC(=O)c2sc(C)nc2C)cc1 (stereo not given)	-1%
C=CC[C@H](CC(=O)NCCO)C(=O)N[C@@H](COC(=O)[C@H](CC=C)CC(=O)OC(C)(C)C)Cc1ccccc1	-4%	Dengue-2 NS5 capping pilot replicate=-0.9
CN(C(=O)c1cccc(NC(=O)Cc2ccc([N+](=O)[O-])cc2)c1)C1CCCC1	1%
C#CCN1C=CC(=O)[C@@H](OC(=O)Nc2ccc(Br)cc2)[C@H]1c1ccccc1Br	-7%	Dengue-2 NS5 capping pilot replicate=-0.9
Cc1ccc2cccc(OCC(=O)NCCC3=CCCCC3)c2n1	9%
COc1ccc(C(=O)OCC(=O)c2c[nH]c3ccccc23)c(OC)c1	-12%
COCCNC(=O)c1cccc2c1C(=O)c1ccc(N3CCOCC3)cc1S2(=O)=O	1%
COc1ccc(OCC(=O)NC(=O)c2ccccc2)c([N+](=O)[O-])c1	3%
Cc1cc(C)c(S(=O)(=O)N2CCN(C(=O)c3ccc(-n4cncn4)c([N+](=O)[O-])c3)CC2)c(C)c1	-10%
Cc1noc(C)c1NC(=O)N(C)C[C@H]1Oc2ccc(NC(=O)NC3CCCCC3)cc2C(=O)N([C@H](C)CO)C[C@@H]1C	5%
COc1ccc(C#Cc2cnc3c(c2)C(=O)N([C@H](C)CO)C[C@@H](C)[C@H](CN(C)C(=O)CN(C)C)O3)cc1	-2%
CCCOc1ccc(C(=O)Nc2cc(S(=O)(=O)N3CCOCC3)ccc2N2CCOCC2)cc1	-4%
CCCN(C(=O)COC(=O)CSc1ccc([N+](=O)[O-])cc1)C1CCS(=O)(=O)C1 (stereo not given)	12%
Cc1ccc(NC(=O)CSc2nc(=O)n(CCN3CCOCC3)c3c2CCCC3)cc1	-7%
CSc1ncccc1C(=O)OCC(=O)N1CCN(S(=O)(=O)c2ccc(C)cc2C)CC1	-5%
O=C(CCNC(=O)c1ccccc1Cl)Nc1cccc(S(=O)(=O)N2CCCCC2)c1	-3%
Cc1cccc(OC(=O)c2ccc3c(=O)n4c(nc3c2)CCC4)c1	-2%
Cc1ccc(C)c(OCC(=O)NNC(=O)CSC(=S)N2CCCC2)c1	-6%
COc1ccc(O)c(-c2nc(N)nc(N)n2)c1	-3%
Cc1cc(C(=O)OCC(=O)NCCc2ccc(S(N)(=O)=O)cc2)c2ccccc2n1	-4%
COc1ccc(C(=O)NNC(=O)c2cc3ccccc3cc2O)cc1	-6%
CCCCn1cnc2c(SCc3cccc(F)c3)nc(N)nc21	-4%
CN1CCN(c2ccc(S(=O)(=O)N3CCCCC3)cc2NC(=O)COc2cccc(Cl)c2)CC1	-12%
O=C(CCC(=O)c1cccs1)NCc1cccc(C(F)(F)F)c1	-3%
OCC[C@H]1C[C@@H](O)[C@H](O)[C@@]2(OCCc3ccccc32)O1	-6%
Cc1ccc(CC(=O)N(C)CC(=O)Nc2ccc(N3CCOCC3)cc2)cc1C	-4%
CCN(CC)S(=O)(=O)c1ccc(OC)c(NC(=O)CCc2c(C)noc2C)c1	10%
O=NN(CCCl)C(=O)NCCc1cccc[n+]1[O-]	5%
O=C(COc1ncnc2ccc(Br)cc12)NC1CCCC1	16%
Cc1ccc(S(=O)(=O)N2CCN(C(=O)CCCN3C(=O)NC4(CCCC4)C3=O)CC2)cc1C	-3%
O=C(OCc1cccc(Cl)c1)c1cc([N+](=O)[O-])ccc1N1CCOCC1	-4%
COc1ccc(CC(=O)N2CCN(S(=O)(=O)c3ccc(Cl)s3)CC2)cc1	-2%
COc1cccc(C(=O)NCCS(=O)(=O)NC(C)CCc2ccccc2)c1 (stereo not given)	-3%
Cc1ccccc1NC(=O)c1ccc(OCc2c(C)noc2C)cc1	-2%
